Compound activity from PubChem.
OX1R antag-1: human HCRTR1 antagonism; O43613; CHO/OX1R cells, Fluo-8 calcium fluorescence, orexin A; inhibition, % at 5 µM; actives 0.43% (n = 330,000); AID 434989;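 active means inhibition above its plate's threshold, mean inhibition of all tested compounds on the plate plus 3 SD, cut at about 37% in these data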;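 further: 0% = orexin A challenge wells and 100% = SB-334867-A antagonist wells; not every result past the cut was called active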
Target sequence (O43613 whole entry, looked up): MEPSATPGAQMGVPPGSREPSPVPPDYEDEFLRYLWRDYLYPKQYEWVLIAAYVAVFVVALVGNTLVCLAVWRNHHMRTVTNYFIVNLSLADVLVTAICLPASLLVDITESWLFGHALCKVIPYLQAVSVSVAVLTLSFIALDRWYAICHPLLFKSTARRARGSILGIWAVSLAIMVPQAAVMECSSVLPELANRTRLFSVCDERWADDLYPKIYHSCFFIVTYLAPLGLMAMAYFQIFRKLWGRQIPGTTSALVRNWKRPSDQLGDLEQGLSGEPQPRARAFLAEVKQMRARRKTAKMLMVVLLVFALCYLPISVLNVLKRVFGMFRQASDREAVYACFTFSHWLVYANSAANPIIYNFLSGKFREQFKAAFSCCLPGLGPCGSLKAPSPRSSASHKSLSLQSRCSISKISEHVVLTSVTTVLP
OX1R antag-2: blocks the human orexin 1 receptor | OX1R-expressing cells, FRET antagonist read-out | inhibition, % at 6.6 µM | AID 485270 | actives 1.8% (n = 330,000); in the data active means inhibition mostly above about 38%, no sharp cut-off; inactive means mostly below about 40%;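 further: 0% = agonist challenge alone and 100% = reference antagonist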
CHT allo act: human CHT allosteric activation. Q9GZV3. CHT-expressing cells, membrane potential dye, choline EC20; active compounds read high; LV-AA mutant CHT in HEK293 cells. B-score at 10 µM. actives 0.49% (n = 310,000). AID 488977;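 active means initial fluorescence not abnormally high and integrated response B-score, plate-corrected, over 3 SD above library mean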
Target sequence (Q9GZV3 whole entry, looked up): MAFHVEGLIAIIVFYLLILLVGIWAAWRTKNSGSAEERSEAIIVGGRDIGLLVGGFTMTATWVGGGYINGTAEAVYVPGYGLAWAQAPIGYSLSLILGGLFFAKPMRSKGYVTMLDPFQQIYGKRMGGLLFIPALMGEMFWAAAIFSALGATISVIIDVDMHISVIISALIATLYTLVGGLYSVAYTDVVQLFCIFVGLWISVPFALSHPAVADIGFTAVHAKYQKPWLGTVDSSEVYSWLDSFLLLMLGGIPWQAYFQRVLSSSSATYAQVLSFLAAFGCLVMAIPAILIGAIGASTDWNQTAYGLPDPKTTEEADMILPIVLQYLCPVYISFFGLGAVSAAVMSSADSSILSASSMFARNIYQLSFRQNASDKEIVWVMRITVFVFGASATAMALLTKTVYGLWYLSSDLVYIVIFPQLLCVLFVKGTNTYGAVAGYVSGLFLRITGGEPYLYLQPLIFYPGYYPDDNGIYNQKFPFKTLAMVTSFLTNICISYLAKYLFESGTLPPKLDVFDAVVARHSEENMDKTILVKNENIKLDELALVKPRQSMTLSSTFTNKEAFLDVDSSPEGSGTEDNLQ
An asterisk follows results filed as active; i = inactive; · = not tested or not shown.

mol | OX1R antag-1 | OX1R antag-2 | CHT allo act
CC1CCCN(C(=O)C2CCN(CCCc3ccccc3)CC2)C1 (centres undefined) | -22 | 26 | i
Cc1cc(C(=O)NNC(=O)Cc2ccc(Cl)cc2)c(C)o1 | -19 | 5 | i
Fc1ccc(COc2ccccc2CNc2nn[nH]n2)cc1 | 6 | 16 | i
COc1ccc(C(CNC(=O)COc2ccc(F)cc2Br)N2CCCC2)cc1 (centres undefined) | -31 | 8 | i
COc1ccc2cc3cc(C(=O)NCCN4CCN(Cc5ccccc5)CC4)oc3nc2c1 | -38 | 61 | i
COC(=O)c1cc(NC(=O)c2c(-c3ccccc3)noc2C)ccc1N1CCOCC1 | -6 | 31 | i
CCn1c(SCC(=O)N/N=C/c2c[nH]c3ccccc23)nnc1-c1ccc(C(C)(C)C)cc1 | -40 | 15 | i
CC(=O)N1c2ccc(S(=O)(=O)N3CCC(C(=O)Nc4cc(C)ccn4)CC3)cc2CC1C (centres undefined) | -22 | -3 | i
Cc1ccc(SCC(=O)NCC2COc3ccccc3O2)cc1 (centres undefined) | -6 | 19 | ·
O=C(OCc1nc2scc(-c3ccccc3)c2c(=O)[nH]1)c1cccc([N+](=O)[O-])c1 | -13 | 22 | i
COc1cc(C2C(C(C)=O)=C(O)C(=O)N2CCc2ccc(OC)c(OC)c2)ccc1O (centres undefined) | -8 | 10 | i
O=C(CC(Cc1ccccc1)c1ccco1)NC1CCCCC1 (centres undefined) | -8 | 10 | i
COc1ccc(/C=C(\C#N)C(=O)OCC(=O)NC(=O)NCCC(C)C)cc1 | -21 | 11 | i
COc1ccc(C2/C=C\CN(S(=O)(=O)c3cccc4cccnc34)CC(=O)N2Cc2ccc(F)cc2)cc1 (centres undefined) | -30 | 40 | i
CC(O)[C@H]1CNCCN1CCc1cccc2ccccc12 (some centres undefined) | -6 | 27 | i
CCOc1ccc(NC(=O)CCS(=O)(=O)c2cccc3nsnc23)cc1 | -18 | 86* | i
CCOc1ccc(-c2nnc3ccc(SCC(=O)Nc4nc5ccccc5s4)nn23)cc1 | -16 | 19 | i
O=C(Nc1ccc(O)cc1)c1ccc(NC(=O)c2cccs2)cc1 | -14 | 26 | i
COC(=O)COc1cccc2c(=O)n(CC(=O)Nc3ccc4c(c3)OCCO4)ccc12 | -25 | 19 | i
Cc1c(N=Cc2c(O)n(C3CCCCC3)c(=O)[nH]c2=O)c(=O)n(-c2ccccc2)n1C | -1 | 28 | i
Cc1ccnc(NC(=O)Cc2ccc(F)cc2)n1 | -16 | 2 | i
FC(F)(F)c1cnc(COc2ccc(Cl)cc2Cl)c(Cl)c1 | -18 | 3 | i
O=C(COC(=O)Cc1n[nH]c(=O)c2ccccc12)Nc1ccc(Cl)cn1 | -8 | 17 | ·
CCN(CC)S(=O)(=O)c1ccc(N2CCCC2)c(NC(=O)CN2C(=O)NC3(CCCC3)C2=O)c1 | -6 | 4 | i
O=C(NC1(C(F)(F)F)NC(=O)N(C2CCCCC2)C1=O)c1cccs1 (centres undefined) | -18 | -1 | i
Cc1ccccc1Oc1ccc(NC(=O)C2CC=CCC2C(=O)O)cc1 (centres undefined) | -1 | 18 | i
CCc1nc2ccccc2n1CCC(=O)O | 0 | 7 | i
C#CC1(O)CC(C)NCC1(C)CCC#N (centres undefined) | -3 | 17 | i
COc1ccc(N2CCCCn3c2nc2c3c(=O)[nH]c(=O)n2C)cc1 | -19 | 13 | i
Cc1c(N2C(=O)CSC2c2ccccc2)c(=O)n(-c2ccccc2)n1C (centres undefined) | -9 | 13 | i
CN(C)CCN(Cc1ccco1)C(=O)c1oc2ccccc2c1NC(=O)COc1ccccc1 | -28 | 9 | i
O=C1CC(c2ccccc2)CC(=O)N1c1ccc(C(F)(F)F)cc1 | 0 | 6 | ·
CCN(CC(=O)Nc1ccccc1OC)C(=O)CSCC(=O)Nc1ccc(OC)cc1 | -24 | 2 | i
CNC(=O)CSc1nc2cc(S(=O)(=O)Nc3ccc(OC)cc3)ccc2o1 | -25 | 0 | i
COc1ccc(OC)c(S(=O)(=O)NC(N)=NCCc2ccccc2OC)c1 | -12 | 12 | i
O=C(CN1C(=O)NC2(CCCC2)C1=O)N1CCN(S(=O)(=O)c2cc(Cl)ccc2Cl)CC1 | -24 | 14 | ·
CCc1nnc(NC(=O)CSc2nnc(C)n2Cc2ccccc2)s1 | -18 | 9 | i
CCOc1ccc(NS(=O)(=O)c2ccc(NS(=O)(=O)c3cccs3)cc2)cc1 | 4 | 9 | i
Fc1ccc(/C=N/n2cnn(Cc3ccccc3Cl)c2=S)cc1 | -12 | 8 | i
Cc1ccc(Oc2ccc3c(c2)C(=O)N(c2cccc4cccnc24)C3=O)cc1 | -18 | 12 | i
CCc1cc2cc(C)cc(C)c2nc1SCC(=O)N1CCCC1 | -14 | 16 | i
COc1ccc(S(=O)(=O)N2CCOCC2)c(C)c1C | -1 | 22 | i
CC(C)OCC(O)CCc1n[nH]c(=S)n1-c1ccccc1 (centres undefined) | -6 | 9 | i
COC(=O)c1ccc2c(=O)n(Cc3ccc(C(=O)NCCCN4CCOCC4)cc3)c(=S)[nH]c2c1 | -10 | 15 | i
CN=c1sc2ccccc2n1CC(O)c1ccccc1 (centres undefined) | -35 | 11 | i
COc1cc([N+](=O)[O-])cc2sc(NC(=O)c3c(F)cccc3F)nc12 | -10 | -5 | i
CC(=O)N1N=C(c2ccc3ccccc3c2)OC1(C)C | -15 | 18 | i
CN(Cc1ccccc1)C(=O)COC(=O)C1CCN(S(=O)(=O)c2ccc(Cl)c(C(F)(F)F)c2)CC1 | -18 | 11 | i
C=C(C)CSc1nnc(-c2ccc(OC)c(OC)c2)n1N | -15 | 6 | i
O=C(O)CNC(=O)c1ccccc1F | 6 | 19 | i

Structures above printed as active in OX1R antag-2.
mol	OX1R antag-1	OX1R antag-2
CCOc1ccc(NC(=O)CCS(=O)(=O)c2cccc3nsnc23)cc1	-18	86*

Further records.
mol | OX1R antag-1 | OX1R antag-2 | CHT allo act
CCC(C)C(=O)Nc1nc2ccc(S(C)(=O)=O)cc2s1 (centres undefined) | -15 | 20 | i
CCOC(=O)C1(Cc2ccccc2C(F)(F)F)CCN(C(=O)c2cc(C(C)=O)n[nH]2)CC1 | -43 | 8 | i
COCCOC(=O)c1c(C)oc2ccc(OCC=C(C)C)cc12 | -13 | 10 | i
O=C(Cn1nc2n(c1=O)-c1ccccc1SC2)N/N=C/c1cccs1 | -19 | 14 | i
CS(=O)(=O)NCCNc1ncc(C(F)(F)F)cc1Cl | -16 | 10 | i
Cc1[nH]nc2c1C(c1ccc(F)cc1)C(C#N)=C(N)O2 (centres undefined) | -16 | 7 | i
COc1ccc(S(=O)(=O)N(C)c2ccc(C(=O)NCC3CCCO3)cc2)cc1 (centres undefined) | -7 | 11 | i
CCOC(=O)c1c(NC(=O)CN2C(=O)NC3(CCC(C)CC3)C2=O)sc(C)c1CC (centres undefined) | -16 | 9 | i
CCC(C)NC(=O)c1ccc(CSCc2ccccc2Cl)o1 (centres undefined) | -23 | 12 | i
CCn1c(=NC(=O)c2ccco2)sc2cccc(F)c21 | -4 | 65* | i
COc1ccc(N2C(=NC(=O)C3CCCO3)SC3CS(=O)(=O)CC32)cc1 (centres undefined) | -21 | 14 | i
COc1ccc2c(c1)OC[C@H]1[C@H]2N2C(=O)CN(CCc3c[nH]c4ccccc34)C(=O)[C@@]2(C)[C@H]1c1ccccc1 | -8 | 2 | ·
Cc1ccc(C(=O)Cn2c3[n+](c4ccccc42)CC(O)CS3)cc1 (centres undefined) | -12 | 16 | i
CC(C)CCNC(=O)NC(=O)CSc1ccc(S(=O)(=O)N2CCOCC2)cn1 | -15 | -1 | ·
Cc1ccccc1C(=O)NC1CCN(CC(=O)Nc2c(C)cccc2C)CC1 | -20 | 6 | i
CCN(C(=O)CSC1=Nc2ccccc2C2CC=NN12)C1CCS(=O)(=O)C1 (centres undefined) | -12 | 2 | i
O=C(Nc1ccc2c(c1)OCO2)Nc1cnccn1 | 0 | 1 | i
COc1ccccc1N1CCN(c2ccc([N+](=O)[O-])cc2Cl)CC1 | -32 | 20 | i
CCC(CC)C(=O)Nc1ccc(-c2cn3cccnc3n2)cc1 | -8 | 12 | i
CCCCC(=O)Nc1ncc(Br)s1 | -25 | 14 | i
Cc1ccc(S(=O)(=O)Nc2ncnc3sccc23)cc1C | -13 | 5 | ·
O=C(CCc1nc2ccccc2n1-c1ccccc1)NCCO | -16 | 21 | i
Cc1nnc(NC(=O)CSC2=NN3CCCC(=O)N=C3S2)s1 | -17 | 11 | i
CCOC(=O)C1CCN(c2ncnc3nc[nH]c23)CC1 | -4 | 10 | i
[O-]/[N+](=C/c1ccc(F)cc1)c1ccccc1 | 2 | 2 | i
Brc1ccc2c(c1)[C@H]1OCC[C@H]1[C@@H](c1cccs1)N2 | -6 | 13 | i
COCC(=O)N1CCC(Oc2ccc(C(=O)NC3Cc4ccccc4C3)cc2)CC1 | 4 | 5 | i
NC(Cc1ccc(O)cc1)c1cn([C@@H](CCC(=O)O)C(=O)N2CCNCC2)nn1 (some centres undefined) | -14 | 14 | i
CCOc1ccc(NS(=O)(=O)c2ccc(C)c(C(N)=O)c2)cc1 | 1 | 10 | i
CC(C(=O)O)N1C(=O)c2ccccc2C1=O (centres undefined) | 3 | 6 | i
COc1ccc(NC(=O)C2CCN(S(C)(=O)=O)CC2)c(OC)c1 | -14 | -8 | i
COc1ccc(-n2c(=O)c3c4c(sc3n3c(=S)[nH]nc23)CCCC4)cc1 | -1 | -2 | i
CC1CCC2C(=O)N(c3ccccc3OC(=O)c3ccccc3F)C(=O)C2C1 (centres undefined) | -4 | 13 | i
CN(C(=O)c1ccc(NC(=O)Cc2cccc(NC(=O)C3CCN(C(=O)C4CCCC4)CC3)c2)cc1)C1CCCC1 | -18 | 4 | ·
COCc1c(C(=O)Nc2nc(C)cs2)oc2ccccc12 | -30 | 36 | i
COc1ccc(N2C(=O)C3C4C=CC(C4)C3C2=O)c([N+](=O)[O-])c1 (centres undefined) | -21 | 18 | i
CCN(CC)S(=O)(=O)c1csc(C(=O)Nc2ccccn2)c1 | -8 | 5 | i
CN(C(=O)CC1C(=O)NCCN1Cc1cccc(F)c1F)C1CCOCC1 (centres undefined) | 4 | -1 | i
CCCc1nc2ccccc2n1CC(O)COc1ccc(NC(C)=O)cc1 (centres undefined) | -8 | 6 | i
C/C(=N\NC(=O)c1c(Br)c(C)nn1C)c1ccc(NC(=O)C(C)Oc2ccc(Cl)cc2C)cc1 (centres undefined) | -14 | 21 | i
O=C(COc1ncnc2cc([N+](=O)[O-])ccc12)NC(=O)NC1CCCCC1 | -7 | 19 | i
COCCCn1c(C23CC4CC(CC(C4)C2)C3)n[nH]c1=S | -14 | 24 | i
CCCc1ncc(C(O)c2ccccc2OC)n1C (centres undefined) | 6 | 7 | i
NS(=O)(=O)c1ccc(NC(=O)CNC(=O)c2ccc3c(c2)OCO3)cc1 | 2 | 11 | ·
O=C(N/N=C/c1cn(-c2cccs2)nc1-c1ccccc1)c1ccc(O)cc1 | 8 | 65* | i
CCCc1cc(=O)[nH]c(SCC(=O)Nc2cc(S(=O)(=O)N3CCCCC3)ccc2C)n1 | -25 | 7 | ·
CNC(=S)Nc1ccc(C(N)=O)cc1 | 4 | 1 | i
CCOC(=O)c1c(/N=C/c2cc(C)ccc2O)sc2c1CCC2 | -10 | 5 | i
Cc1cc(Nc2cccc(F)c2)n2c(n1)nc1ccccc12 | -17 | 10 | i
NNC(=O)c1ccc(CSc2nc3ccccc3[nH]2)cc1 | -5 | 36 | i

Record cards, as listed above.
CNC(=S)Nc1ccc(C(N)=O)cc1 reads OX1R antag-1 = 4; OX1R antag-2 = 1; CHT allo act = i
Cc1cc(Nc2cccc(F)c2)n2c(n1)nc1ccccc12 reads OX1R antag-1 = -17; OX1R antag-2 = 10; CHT allo act = i

(more compounds)
mol | OX1R antag-1 | OX1R antag-2 | CHT allo act
O=C(COC(=O)CN1C(=O)C2CCCCC2C1=O)Nc1ccc(F)c(F)c1F (centres undefined) | -9 | 1 | ·
CC(C)c1cc[n+](-c2nc([O-])sc2C=O)cc1 | 0 | 98* | i
CCOC(=O)N1CCN(C(=O)c2c[nH]c3ccc(S(=O)(=O)N(C)c4ccccc4C)cc3c2=O)CC1 | -14 | 11 | i
CC(O)c1nc2ccccc2n1CCCc1ccccc1 (centres undefined) | -10 | -4 | i
Cc1ccc(NC(=O)CN2C(=O)NC(Cc3ccccc3)C2=O)cc1Cl (centres undefined) | -15 | 5 | ·
COc1ccc(CN2CCNC(=O)C2CC(=O)N(C)CCCN2CCOCC2)cc1C (centres undefined) | -20 | -2 | i
CCOC(=O)Nc1nnc(/C=C/c2ccc(OC)cc2)s1 | -3 | 10 | i
O=C(CSc1nc2c(c(=O)n1-c1ccc(F)cc1)SCC2)NCc1ccco1 | -16 | 19 | i
Cc1cnc(NC(=O)CSc2nnc(COc3ccccc3)o2)s1 | -6 | 13 | i
c1ccc(C2(CN3CCNC[C@@H]3CC3CCCCC3)CC2)cc1 | -36 | -4 | ·

Random excerpt: two entries already listed
mol | OX1R antag-1 | OX1R antag-2 | CHT allo act
Cc1cnc(NC(=O)CSc2nnc(COc3ccccc3)o2)s1 | -6 | 13 | i
CC(C)c1cc[n+](-c2nc([O-])sc2C=O)cc1 | 0 | 98* | i

Next part
mol | OX1R antag-1 | OX1R antag-2 | CHT allo act
O=C1NCC(=O)N2CCC[C@@H]12 | 19 | 10 | i
O=C(Nc1nc(-c2ccc3c(c2)OCCO3)cs1)c1ccc(S(=O)(=O)N2CCCCC2)cc1 | 3 | 8 | i
CC(=O)N(C)Cc1ccc(C(=O)CCl)cc1 | -14 | 18 | i
CC(C)CC(N)C(=O)OCc1ccc([N+](=O)[O-])cc1 (centres undefined) | -10 | 16 | i
